# Screening results from PubChem.
# ERK EGF block = blocks ERK signaling stimulated by EGF | AID 1454 | 130,000 compounds, 0.41% hits | HEK293-V1b, EGF-stimulated phospho-ERK AlphaScreen | Potency, µM (titrated, usually from 11.5 µM), without a hit: at the highest dose activity change, negative = inhibition, usual class: inhibitors; active = well fitted inhibition curve with a large enough effect; inconclusive = small, poorly fitted or top-dose-only effect, or effect the other way;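 note: plate controls were stimulated vehicle wells for no effect and unstimulated vehicle basal for full effect; nearly all actives have a fitted effect of over 55% in size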
#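 Compounds are titrated over HEK293-V1b cells kept overnight in 1% FBS. After 30 min at 37C, EGF (25 nM final) triggers ERK phosphorylation for 5 min, measured by AlphaScreen in lysates.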
# Numbers without * were called inactive; ? = inconclusive; & = joins results of further samples; [ ] = another dose, or the depositor's remark. Potency is the fitted concentration of half-maximal effect. Not all compounds are listed; count on the stated rates, not on these rows.
ERK EGF block	mol
1.2%	CC(C)(C)CC(=O)NCc1cccs1
-2.0%	Cc1ccc(N(CC(=O)Nc2ccccc2-c2ccccc2)S(=O)(=O)c2ccccc2)c(C)c1
9.4%	CCOC(=O)N/N=C/C=C/c1ccccc1[N+](=O)[O-]
21.2%&-4.0%&-1.5%	COc1ccc2c(c1)c(CC(=O)N1CCOCC1)c(C)n2C(=O)c1ccc(Cl)cc1
-6.2%	CCN(CC)c1ccc(C(=O)OCC(=O)Nc2ccccc2-c2ccccc2)cc1
2.0%	Cc1ccc2c(c1)NC(c1cccs1)C1=C(CC(C)(C)CC1=O)N2 (centres undefined)
-1.1%	CCS(=O)(=O)N1CCN(c2ccc(C(=O)NC34CC5CC(CC(C5)C3)C4)cc2[N+](=O)[O-])CC1
-4.1%	CCNC(=S)N1CCn2cccc2C1c1ccc(F)cc1 (centres undefined)
3.6%	CC1=[N+](C)N(c2ccccc2)C(=O)C1N=Cc1ccccc1Cl (centres undefined)
-16.3%[57.5 µM]	FC(F)C(F)(F)c1cc(-c2ccc(Cl)cc2)n[nH]1
-12.4%	CC(C)CNC(CC(=O)O)c1ccccc1 (centres undefined)
-3.3%	CCOC(=O)CNc1oc(-c2ccccc2)nc1-c1ccccc1
7.6%	O=C(CSc1nc(-c2ccccc2)nc2c1Cc1ccccc1O2)Nc1ccc(C(=O)O)cc1
2.9%	C/C(=N\NC(=O)Cc1c[nH]c2ccccc12)c1ccc2ccccc2c1
3.5%	CCOC(=O)c1sc(N)c(C(N)=O)c1C
-5.1%	CCC1Oc2ccc(C)cc2N(CC(=O)NCc2cccs2)C1=O (centres undefined)
1.5%	CC(C)c1cc(CN2CCN(Cc3ccc(F)c(F)c3)C(CCO)C2)[nH]n1 (centres undefined)
5.0%	COC(=O)C(O)(CC(=O)Nc1cc(Cl)ccc1Cl)C(F)(F)F (centres undefined)
1.2%	CCOc1ccc(C2Nc3cccc4cccc(c34)N2)cc1OC
?	C/C(=N/OC(=O)C1CC1c1ccccc1)c1ccccc1 (centres undefined)
4.2%	Cc1ccc(-c2nc(CSc3nc4ccccc4c(=O)n3C)cs2)cc1
?	CN1CCc2cccc3c2C1Cc1ccc(O)c(O)c1-3 (centres undefined)
-15.7%	CCC1=C(OC(=O)N(CC)CC)N2C(=O)OC(=NCC(=O)OC)[C@]2(Cc2ccccc2)[C@H]2C1=CC[C@H]1C(=O)N(CC(=O)OC)C(=O)[C@H]12
-1.3%	COC(=O)c1ccccc1NC(=O)N1CCN(Cc2ccco2)CC1
3.8%	C[C@@H](C(=O)Nc1ccc2ccccc2c1)[C@H]1C[C@]1(C)[C@H](NC(=O)Oc1ccc(F)cc1)c1ccccc1
1.6%	CN1CCN(NC(=O)c2cccc(Br)c2)CC1
-3.2%[57.5 µM]	Cc1nc(CC(=O)N/N=C/c2ccc(OCC(=O)O)cc2)cs1
0.2%	CCOC(=O)CC(NC(C)=O)c1ccc([N+](=O)[O-])cc1 (centres undefined)
14.0%[57.5 µM]	O=C(O)CCC(=O)NNC(=O)COc1cccc(Cl)c1
7.9%[57.5 µM]	Cc1nnc(Sc2nc3c(c(=O)[nH]c(=O)n3C)n2Cc2ccccc2)s1
-4.3%[57.5 µM]	COC(=O)/C=c1\[nH]c2nnc(C)n2c1=O
-5.4%	CC12CCC(O)CC1=CCC1C2CCC2(C)C1CCC21CCC(=O)O1 (centres undefined)
-11.0%	COC(=O)c1ccc2c(=O)[nH]c(CSc3nc(C)cs3)nc2c1
5.2%	Cc1cccc(C)c1NC(=O)/C(C#N)=C/c1ccsc1
5.3%	Cn1c(N)c(C(=O)COC(=O)C2CC(=O)N(Cc3ccccc3)C2)c(=O)n(C)c1=O (centres undefined)
-5.9%	CC(C)(C)OC(=O)C(C)(C)O/N=C(\C(=O)O)c1csc(N)n1
-4.4%[57.5 µM]	Cc1cccc(-n2nnnc2SCC(=O)NCC2CCCO2)c1 (centres undefined)
-3.4%	Fc1ccc(NC(=S)NCCN2CCOCC2)c(F)c1F
1.4%	O=C(Oc1c(Cl)cc(Cl)c2cccnc12)c1cccs1
-2.3%	CCC(=O)N=c1sc2cc([N+](=O)[O-])ccc2n1CCOC
-4.2%	Cc1cccc(NC(=O)CSc2ccc(-c3ccc4c(c3)OCO4)nn2)c1C
-9.8%	CC(=O)Nc1ncc(Cc2ccc(Cl)cc2Cl)s1
-7.2%	COc1ccc(C(=O)COC(=O)COc2ccc(C)c(C)c2)cc1
?	Cc1cc2cc(C)c(NCCNC(=O)c3ccccc3Cl)nc2cc1C
-10.0%[57.5 µM]	Cc1onc(-c2ccccc2)c1C(=O)N=C(N)c1ccc(C(F)(F)F)cc1
2.9%[57.5 µM]	Cc1nc(-c2ccc(Cl)cc2)sc1C1(C)CC(c2ccc(C#N)cc2)=NO1 (centres undefined)
-3.7%	N#Cc1ccc(OCC(O)CS(=O)(=O)c2ccccc2)cc1 (centres undefined)
-3.4%	CCOC(=O)c1nnn(CC(=O)NC(=O)Nc2ccccc2)c1C(=O)OCC
0.7%[57.5 µM]	O=C(O)CCc1ccc(-c2ccc(Br)cc2)n1NC(=O)c1ccc([N+](=O)[O-])cc1
3.3%	O=C(CSCc1ccc([N+](=O)[O-])cc1)Nc1ccc(S(=O)(=O)N2CCCCCC2)cc1

# Two compounds picked at random from those above, as already listed:
ERK EGF block	mol
7.9%[57.5 µM]	Cc1nnc(Sc2nc3c(c(=O)[nH]c(=O)n3C)n2Cc2ccccc2)s1
-11.0%	COC(=O)c1ccc2c(=O)[nH]c(CSc3nc(C)cs3)nc2c1

# (listing goes on)
ERK EGF block	mol
-5.6%[57.5 µM]	COCCN1C(=O)N[C@@H](c2cccc(F)c2)C(C(=O)OC)=C1C
-1.3%[57.5 µM]	CCOC(=O)N1CCN(Cc2nc(-c3cccc(Cl)c3)no2)CC1
12.8%	Cc1cc(=O)[nH]c(SCC(=O)N2CCC(Cc3ccccc3)CC2)n1
2.6%	COc1ccc(O)c(C2=Nc3ccccc3N=C(c3cccs3)C2)c1
-1.3%	C/C(Cn1cnc([N+](=O)[O-])n1)=N\NC(=O)c1ccc(O)cc1O
-9.2%	Cc1cccc(NC(=O)C(=O)NCCc2c[nH]c3ccccc23)c1C
4.4%[57.5 µM]	CC(C)CCCC(C)CCOC(=O)CN1CCCC1 (centres undefined)
1.3%	CC(OC(=O)c1ccc(Cl)c(S(=O)(=O)N2CCc3ccccc32)c1)C(=O)Nc1ncc(Cl)cc1Cl (centres undefined)
8.2%[57.5 µM]	C#Cc1ccc([C@H]2C=C(C(=O)OCC=C)O[C@@H](OCC)[C@@H]2CCCO)cc1
2.7%[57.5 µM]	CN(C)c1ccc(/C=N/NC(=O)c2ccc(NC(=O)c3ccccc3)cc2)cc1
15.9%	CC(=O)O[C@](C)(CCC=C(C)C)C1CC=C(C)CC1 (some centres undefined)
27.0%	C[C@]12CCC(=O)C=C1CCC1C2C(=O)C[C@]2(C)C1CC[C@]2(O)C(=O)CO (some centres undefined)
6.8%	O=C(COC(=O)c1ccncc1)c1ccc(Cl)c(Cl)c1
-3.6%	O=C(Nc1nc(-c2cccnc2)cs1)c1ccccc1[N+](=O)[O-]
-4.9%[57.5 µM]	COc1ccc(NC2c3ccccc3C(=O)N2c2cccnc2)cc1 (centres undefined)
-7.0%	Cc1ccc(/C=N/NC(=O)CC(=O)NCc2cccnc2)cc1
-2.4%	O=C(c1csnn1)N1CCC2(CCCN(c3ncccn3)C2)CC1
-4.0%	CS(=O)(=O)N1CCC2(CC1)CN(c1ccccn1)C2
1.4%	CCOc1ccc(S(=O)(=O)Nc2ccc3c(c2)c2c(n3S(=O)(=O)c3ccc(OCC)cc3)CCCC2=O)cc1
-8.6%[57.5 µM]	C=CCOC(=O)C1=C[C@@H](c2ccccc2)C[C@@H](OCc2ccc(CO)cc2)O1
1.5%	Cc1cnc(NC(=O)CSc2nnc(COc3c(C)cccc3C)o2)s1
7.7%	COC(=O)CN1C(=O)N/C(=C/c2ccc(OC)c(C)c2OC)C1=O
1.5%	Clc1cccc(Cl)c1CSc1nnc2ccccn12
8.9%	O=C(CN1CCC(Cc2ccccc2)CC1)NC(=O)NCc1ccccc1
-6.9%	N[C@@H](CCCC(=O)O)C(=O)O

# In the list so far, these have a cyano group:
ERK EGF block	mol
5.2%	Cc1cccc(C)c1NC(=O)/C(C#N)=C/c1ccsc1
2.9%[57.5 µM]	Cc1nc(-c2ccc(Cl)cc2)sc1C1(C)CC(c2ccc(C#N)cc2)=NO1 (centres undefined)
-3.7%	N#Cc1ccc(OCC(O)CS(=O)(=O)c2ccccc2)cc1 (centres undefined)

# (listing goes on)
ERK EGF block	mol
9.4%	CCCCC[C@H](O)/C=C/[C@@H]1[C@H](C/C=C\CCCC(=O)O)[C@@H](O)C[C@H]1O
-7.5%[57.5 µM]	CSc1ccc(CNc2nc3ccccc3n3cnnc23)cc1
10.6%	Cc1cccc(C)c1NC(=O)N1C2CCC1CC(O)(c1cccnc1)C2 (centres undefined)
6.0%[57.5 µM]	Cc1ccc(NNC(=O)c2cc(C)on2)c(C)c1
9.6%	CN(C)c1ccc(/C=N\NC(=O)c2ccc(Cn3cc(Cl)cn3)cc2)cc1
-0.6%[57.5 µM]	Cn1nc(-c2ccc(S(N)(=O)=O)s2)cc1C(F)(F)F
8.3%[57.5 µM]	Cc1cc(-c2onc(C)c2C(=O)O)no1
-4.7%	CCN(CC(=O)NCc1cccs1)C(=O)c1cccc(S(=O)(=O)N2CCc3ccccc32)c1
12.9%	CN(C)Cc1ccccc1-c1nccc(N(C)C)n1
18.4%	Cc1cccc(NC(=O)C2(c3cccs3)CCOCC2)c1
14.5%	COc1ccc(CCNC(=O)CSc2nc3[nH]ncc3c(=O)n2-c2ccc(Br)cc2)cc1OC
2.1%	Cc1ccc(S(=O)(=O)Nc2ccc(N3CCOCC3)cc2)cc1[N+](=O)[O-]
1.5%	COc1cc(/C=C/C(=O)OCc2c(C)noc2C)ccc1OC(F)F
5.4%	COc1ccccc1NC(=O)COc1ccccc1C(=O)c1cnn(-c2ccccc2)c1
?	CN1C[C@@H]2C(c3ccccc3)C3(c4ccc(C#N)cc4)CC2(C3)[C@H]1c1ccccc1 (some centres undefined)
-4.9%	NC(=O)c1c(NC(=S)Nc2ccccc2)sc2c1CCCC2
9.0%[57.5 µM]	O=C(O)c1cc(NN=C2CCN(Cc3ccccc3)CC2)ccc1Cl
-7.9%	CCN(CC)N=Nc1cccc(NC(C)=O)c1
-1.7%	N#C/C(=C\c1ccc(Cl)cc1)c1nc2ccccc2o1
-2.4%	CC(=O)Nc1ccc(Nc2cc(C)nc3c(-c4ccccc4)c(C)nn23)cc1
-10.1%	Cn1nnnc1SCc1cccc2ccccc12
4.9%	O=C(NC(NC(=S)Nc1c(Cl)cc(Cl)cc1Cl)C(Cl)(Cl)Cl)OCc1ccccc1 (centres undefined)
-14.4%[57.5 µM]	C#CCNC(=O)C1=C[C@@H](c2cn(C(C)=O)c3ccccc23)C[C@@H](OCc2ccc(CO)cc2)O1
-8.8%	CC(C)(C)C1CCC(=NNC(=S)NCc2ccccc2)CC1 (centres undefined)
-1.7%	O=c1cc(-c2ccccc2)nc(SCc2ccccc2F)[nH]1

# The final 7 entries of the section before come first, to join the parts.
ERK EGF block	mol
-1.7%	N#C/C(=C\c1ccc(Cl)cc1)c1nc2ccccc2o1
-2.4%	CC(=O)Nc1ccc(Nc2cc(C)nc3c(-c4ccccc4)c(C)nn23)cc1
-10.1%	Cn1nnnc1SCc1cccc2ccccc12
4.9%	O=C(NC(NC(=S)Nc1c(Cl)cc(Cl)cc1Cl)C(Cl)(Cl)Cl)OCc1ccccc1 (centres undefined)
-14.4%[57.5 µM]	C#CCNC(=O)C1=C[C@@H](c2cn(C(C)=O)c3ccccc23)C[C@@H](OCc2ccc(CO)cc2)O1
-8.8%	CC(C)(C)C1CCC(=NNC(=S)NCc2ccccc2)CC1 (centres undefined)
-1.7%	O=c1cc(-c2ccccc2)nc(SCc2ccccc2F)[nH]1
-1.0%	COc1cc(C(C)=O)ccc1COc1ccc(C(=O)OCC(N)=O)cc1OC
0.4%	COC1(NC(=O)c2ccccc2)C(C)=CC(=O)C=C1C
-8.7%	CCCOC(=O)c1cc(-c2ccc(C=O)o2)ccc1Cl
6.5%	COc1cccc(C(C(=O)NC2CCCCC2)N(C(=O)c2ccco2)c2ccc(-n3cnnn3)c(C)c2)c1 (centres undefined)
10.6%	N#CC1=C(N)C(C#N)(C#N)[C@H](c2ccncc2)[C@H]2CN(C(=O)OCc3ccccc3)CC=C12
6.6%[57.5 µM]	COc1cccc(/C=N/Nc2nc3ccccc3[nH]2)c1O
-2.1%	COc1ccc(/C=C/C(=O)Nc2nc(N)n(-c3ccccc3)n2)cc1
11.5%	COc1ccc(NC2=CC(c3ccc(OC)c(OC)c3)N(c3ccc(OC)cc3)C2=O)cc1 (centres undefined)
-8.1%[57.5 µM]	Cc1cc(-n2c(C)cc(C(=O)CSc3nc(N)cc(=O)[nH]3)c2C)no1
-4.5%	[O-]/[N+](=C\c1ccncc1)c1ccc(Br)cc1
3.8%	COC1=NS(=O)(=O)c2ccccc21
9.8%	CN=c1nc(-c2ccccc2)n(-c2ccccc2)s1
-12.0%	CN(C)CCN(C(=O)c1ccc2c(c1)OCCO2)c1nc2ccc(Cl)cc2s1
-0.3%	Cc1cc(C)n2nc(C(=O)N(C)C(c3ccccc3)c3ccccc3)nc2n1
-9.4%	COc1ccccc1-n1c(-c2cc(-c3ccc(F)cc3)n[nH]2)n[nH]c1=S
-1.7%	CC(C)(C)C1CCC(C(=O)OCC(=O)N2CCN(C(=O)c3ccco3)CC2)CC1 (centres undefined)
-2.9%	CC(C)(C)NC(=O)COc1ccc(CNc2ncn[nH]2)cc1
-1.0%	CCc1ccc(NC(=S)Nc2ccc(S(=O)(=O)Nc3ncccn3)cc2)cc1
-2.7%	CCC(C)(C)NC(=O)Cn1c(-c2ccccc2)cc(C(C)=O)c1C
-13.9%	Cc1ccccc1-n1c(SCC(=O)N(C)C2CCS(=O)(=O)C2)nc2ccccc2c1=O (centres undefined)
-0.5%	Cc1ccc(S(=O)(=O)N2CCOCC2)c(C)c1NS(C)(=O)=O
-4.2%	CN(c1ccccc1C(=O)N1CCN(c2ccccc2)CC1)S(C)(=O)=O
